# DUSP3 inh: VHR1 phosphatase inhibitors, primary screen, biochemical, colorimetric, HTS. Dual specificity protein phosphatase 3 (Homo sapiens), P51452. recombinant VHR phosphatase, colorimetric substrate read-out. inhibition, % at 20 µM. 50,000 tested, 0.7% active; in the data active = inhibition above about 60%; note: some results filed as inactive read as strong as hits
# Target sequence (P51452 whole entry, looked up): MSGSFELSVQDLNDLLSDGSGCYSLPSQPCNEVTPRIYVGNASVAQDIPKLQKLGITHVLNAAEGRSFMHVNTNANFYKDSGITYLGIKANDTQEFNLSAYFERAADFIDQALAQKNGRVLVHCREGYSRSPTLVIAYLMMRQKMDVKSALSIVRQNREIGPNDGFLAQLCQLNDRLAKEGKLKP
# Numbers without * were called inactive; & = joins results of further samples.
compound	DUSP3 inh
O=C(Nc1cccc(C(=O)O)c1)/C(=C/c1cccc([N+](=O)[O-])c1)NC(=O)c1ccccc1	-5.3
Cc1cc(OCCOc2ncnc3ccccc23)ccc1Cl	15.2
O=[N+]([O-])c1cccc(S(=O)(=O)Nc2ccccc2CO)c1	-17.4
Cc1ccccc1OCc1nnc(Sc2nc3ccc([N+](=O)[O-])cc3s2)n1-c1ccccc1	-15.2
O=C1N/C(=N/N=C\c2cccc([N+](=O)[O-])c2)SC1Cc1ccc(Br)cc1 (stereo unspecified)	8.8
Cc1ccc(NC(=S)NC(=O)/C=C/c2ccco2)c(Br)c1	-2.5
CCOc1ccc(N2C(=O)/C(=C/c3ccc(C)o3)SC2=S)cc1	16.8
Cc1ccc(OCC(=O)Nc2ccc(N(C)C)cc2)c(Br)c1	3.7
COc1ccc(-c2cn3ccc(C)cc3n2)cc1Br	0.4
Cc1c(NC(=O)c2cccnc2)cccc1NC(=O)c1cccnc1	-1.2
Oc1ccc2cc(Br)ccc2c1C=Nc1ccc(Br)cn1	-6.2
COc1ccc(CN2CCN(S(=O)(=O)c3ccc(C)cc3)CC2)c(OC)c1OC	-10.4
COc1ccc(NC(=O)C2=C(C)NC(=O)NC2c2cccc(OC)c2)cc1 (stereo unspecified)	-5.4
O=C(COc1ccccc1[N+](=O)[O-])Nc1ccc2oc(-c3ccccc3Br)nc2c1	-14.7
Cc1ccc(N2NC(=O)/C(=C/c3ccc4c(c3)OCO4)C2=O)cc1C	-6.4
Clc1ccc(CSc2nnc(-c3ccc(Br)cc3)o2)c(Cl)c1	-6.2
COc1ccc(N(C(C)C(=O)N/N=C/c2cccs2)S(C)(=O)=O)cc1 (stereo unspecified)	-45.4
O=C(c1ccc(-c2ccccc2)cc1)N1CCN(C(=O)c2cccs2)CC1	-18.8
CCOc1ccc(C(=O)Nc2cc(-c3nc4ccc(C)cc4o3)ccc2Cl)cc1	-0.8
Cc1ccsc1/C=C1\SC(=S)N(CC2CCCO2)C1=O (stereo unspecified)	16.0

# Other records
compound	DUSP3 inh
Cc1cc(C)nc(SCC(=O)OCC(=O)Nc2ccc(S(N)(=O)=O)cc2)n1	-13.3
O=C(/C=C/c1ccco1)NCCCCNC(=O)/C=C/c1ccco1	26.2
CCOC(=O)C(=O)C1C(=O)C(=O)C(C)C1=O (stereo unspecified)	12.1
O=C1N=c2ccccc2=C1c1sc(=S)n(NC(=O)c2ccccc2)c1O	-10.1
O=C(c1cc(F)c(F)cc1Cl)N1CCN(c2ccc([N+](=O)[O-])cc2C(F)(F)F)CC1	10.1
CCCC(=O)Nc1cc(C(F)(F)F)cc(C(F)(F)F)c1	10.6
CC1CC(O)N(C(=O)c2ccccc2O)N1C (stereo unspecified)	-21.6
Cc1ccccc1NC(=O)CCC(=O)N/N=C/c1cccnc1	1.5
O=C1N=c2ccccc2=C1c1sc(N2CCCCC2)nc1O	36.6
CNC(=O)OCc1ccc(-c2ccc(Cl)cc2)o1	-7.8
COc1cc(C(=O)N2CCCCCC2)cc(OC)c1OC	2.4
O=C1/C(=C\c2ccc(O)c([N+](=O)[O-])c2)SC(=S)N1c1ccccc1	0.5
O=C1C(=O)N(c2ccc(Cl)cc2)C(=O)N1Cc1ccccc1	-12.2
CN(C)C1(c2cccs2)CS(=O)(=O)C1	1.6
COCC(C)NCc1ccc(OC)cc1 (stereo unspecified)	-5.9
CC1CCN(c2ccc(NC(=O)c3ccc(Cl)cc3)cc2)CC1	-2.1
CCOC(=O)C1=C(O)/C(=C/c2ccc(N(CC)CC)cc2)SC1=Nc1ccc(OC)cc1	0.8
O=C(COC(=O)c1cccc(N2C(=O)CCC2=O)c1)c1ccccc1	-15.1
Cc1onc(-c2ccccc2Cl)c1C(=O)NCCNc1c(Cl)cccc1[N+](=O)[O-]	13.2
CCOC(=O)C1=C(c2ccccc2)NC(=S)NC1c1cccc(OC)c1OC (stereo unspecified)	-2.3

# Following part.
compound	DUSP3 inh
CCOC(=O)c1c(N2C(=O)C3CC(C)=C(C)CC3C2=O)sc2c1CCCC2 (stereo unspecified)	-3.1
O=C(Nc1ccccc1[N+](=O)[O-])c1ccc(=O)oc1	4.6
O=[N+]([O-])c1ccc(S(=O)(=O)N2CCN(c3ccccn3)CC2)cc1	-10.6
Cc1cccc(OCC(=O)Nc2ccc(C)cc2[N+](=O)[O-])c1	-12.8
O=C(Nc1cccc(NC(=O)c2cccc3ccccc23)c1)c1ccc(Cl)cc1Cl	-3.1
Cc1ccc(N(CC(=O)N2CCOCC2)S(C)(=O)=O)cc1Cl	-19.4
COc1cc(S(=O)(=O)N2CCC(C)CC2)c(OC)cc1Cl	-23.2
COc1cc(/C=N/Nc2nnc(C)c(=O)[nH]2)ccc1O	-29.0
CCOc1ccc(NC(=S)NC(=O)/C=C/c2ccc(C)cc2)c([N+](=O)[O-])c1	-46.6
CCCOC(=O)c1ccc(NC(=O)C(C)Oc2ccccc2)cc1 (stereo unspecified)	-1.0
CCC(=O)N1CCN(c2cc(N3CCOCC3)c(F)cc2[N+](=O)[O-])CC1	27.7
CCOc1ccc(N2C(=O)/C(=C/c3ccc(OCc4cccc(C(=O)O)c4)cc3)C(=O)NC2=S)cc1	-8.5
O=C1c2cccc(Cl)c2C(=O)c2cccc(Cl)c21	2.0
O=C(O)c1ccccc1N1C(=O)c2ccc(Oc3ccc([N+](=O)[O-])cc3)cc2C1=O	-11.1
CCOc1cc(C(=O)Nc2ccc(Cl)c(-c3nc4ncccc4o3)c2)cc(OCC)c1OCC	-20.6
O=C(/C=C/c1ccccc1)Oc1ccc(C(=S)N2CCOCC2)cc1	19.5
Cc1cccc2sc(NC(=O)c3cccc([N+](=O)[O-])c3)nc12	1.1
O=C(O/N=C(/c1ccncc1)c1ccc([N+](=O)[O-])cc1)c1cccc(Br)c1	-10.7
Clc1cccc(C=NN2CCN(Cc3ccccc3Cl)CC2)c1	-12.7
O=C(Nc1nncs1)C(Sc1ccccc1)c1ccccc1 (stereo unspecified)	17.0

# Next results:
compound	DUSP3 inh
Cc1nn(-c2ccccc2C(=O)O)c(C)c1Oc1ccccc1O	-2.7
O=[N+]([O-])c1cc(-n2ncnc2-c2cccs2)ccc1F	-1.2
CSc1ccccc1NC(=O)c1nn2c(c1Br)NC(c1ccccc1)CC2C(F)(F)F (stereo unspecified)	-40.2
CCCCn1c(/N=C/c2ccc(C)cc2O)nc2ccccc21	-20.1
Cc1ccc(S(=O)(=O)NCc2cccnc2)c(C)c1	-9.8
COc1ccc(CONc2ncnc3nonc23)cc1[N+](=O)[O-]	-18.5
COc1cccc(-n2c(O)c(C=Nc3ccccc3F)c(=O)[nH]c2=O)c1	-19.0
COc1ccc(CCNC(=O)C(=O)Nc2ccccc2C)cc1OC	-14.8
Cc1cc(=O)[nH]c(SCc2cccc(Oc3ccccc3)c2)n1	-45.8&7.4
Cc1ccccc1NC(=O)CCCN1C(=O)/C(=C/c2cccc3c2OCO3)SC1=S	-2.6
CCc1ccccc1OCCCN(CC)CC	7.2
C/C(=N\NS(=O)(=O)c1ccccc1)c1cccc(Br)c1	11.8
CC(C)(C)c1ccc(-c2cc(N)n(-c3ccccc3)n2)cc1	-8.7
COc1cc(OC)cc(C(=O)Nc2cccc(-c3nc4ccccc4[nH]3)c2)c1	7.0
NC(=O)c1c(NC(=O)c2cnccn2)sc2c1CCCC2	-1.4
CCCN1C(=O)/C(=C2\SC(N)=NC2=O)c2ccccc21	2.3
O=C(NCc1ccc2c(c1)OCO2)c1ccc(C#CC2(O)CCCCC2)cc1	4.8
CCc1ccc(NC(=O)c2c(-c3c(Cl)cccc3Cl)noc2C)cc1	-5.3
CCOC(=O)c1sc(NC(=O)c2ccccc2C)nc1C	-9.8
CCOc1cc(C=C2C(=O)NC(=O)NC2=O)ccc1OCCOc1ccccc1C	-8.5

# Filtered by structure: the compounds so far with an aryl thioether with sulfur outside any ring
compound	DUSP3 inh
Cc1ccccc1OCc1nnc(Sc2nc3ccc([N+](=O)[O-])cc3s2)n1-c1ccccc1	-15.2
Clc1ccc(CSc2nnc(-c3ccc(Br)cc3)o2)c(Cl)c1	-6.2
Cc1cc(C)nc(SCC(=O)OCC(=O)Nc2ccc(S(N)(=O)=O)cc2)n1	-13.3
O=C(Nc1nncs1)C(Sc1ccccc1)c1ccccc1 (stereo unspecified)	17.0
CSc1ccccc1NC(=O)c1nn2c(c1Br)NC(c1ccccc1)CC2C(F)(F)F (stereo unspecified)	-40.2
Cc1cc(=O)[nH]c(SCc2cccc(Oc3ccccc3)c2)n1	-45.8&7.4

# Remaining list, next part.
compound	DUSP3 inh
COc1ccc(NC2=NCC(C)S2)cc1 (stereo unspecified)	-8.4
O=C(NCCc1ccccc1)c1ccc(C#Cc2ccccc2)cc1	1.7
CCOc1ccc2nc(SCC(=O)Nc3cc(C)cc(C)c3)sc2c1	11.9
Cc1cc(Cc2ccc(NC(=O)Nc3ccccc3)c(C)c2)ccc1NC(=O)Nc1ccccc1	-3.5
COc1ccc(OCC(=O)NCCc2ccc(OC)c(OC)c2)cc1	-52.3
Cc1[nH]nc(-c2ccccc2)c1Sc1ccccc1	-22.0
N#Cc1c(SCC(=O)c2cccs2)nc2c(c1-c1ccncc1)CCCC2	-6.6
O=C(CCCN1C(=O)/C(=C/c2cccs2)SC1=S)N1CCOCC1	-3.5
Cc1occc1C(=O)Nc1ccccc1C(=O)O	-18.3
Cc1ccc(C2Nc3ccccc3NC3=C2C(=O)CC(c2ccc(Cl)cc2)C3)cc1 (stereo unspecified)	14.0
CCC(=O)Nc1nnc(COc2ccccc2)s1	-24.7
O=[N+]([O-])c1ccc(-c2nnc(-c3ccc(Br)o3)o2)c(Cl)c1	-18.8
COc1ccc(N(CC(=O)NCc2ccc(C)cc2)S(=O)(=O)c2ccc(OC)c(OC)c2)cc1	2.9
CCN(CC)c1ccc(/C=C(\NC(=O)c2ccccc2)C(=O)NN)cc1	-4.5
Cc1ccc([N+](=O)[O-])c(OCC(=O)Oc2ccccc2)c1	-16.1
CC(=O)Nc1cc(-c2nc3cc(Cl)cc(Cl)c3o2)ccc1C	-16.5
CCCCOc1ccc(S(=O)(=O)N=Nc2c(O)[nH]c3ccc([N+](=O)[O-])cc23)cc1	10.0
CC(=O)N(C(C)=O)c1ccc(Sc2ccc(Oc3ccc(Sc4ccc(N(C(C)=O)C(C)=O)cc4)cc3)cc2)cc1	-2.9
COc1ccc2nc(NC(=O)c3ccc(C)c(C)c3)sc2c1	-1.2
Cc1c(Cl)cccc1NC(=O)CCCOc1ccccc1	-9.7

# More compounds follow.
compound	DUSP3 inh
COC(=O)c1c(O)ccc(-c2ccc(OC)cc2)c1C(=O)OC	8.5
C/C(=N\NS(=O)(=O)c1ccc(Cl)cc1)C1CC2CCC1C2 (stereo unspecified)	-23.7
COc1ccc(C(NC(=O)CC(C)C)NC(=O)CC(C)C)cc1OC	-20.0
COc1cc(C2C(C(=O)OCc3ccccc3)=C(C)NC(C)=C2C(=O)OCc2ccccc2)ccc1O	66.6
CC(C)(CO)NC(=O)NC12CC3CC(CC(C3)C1)C2	-7.8
CCCOC(=O)c1cccc(NC(=O)c2cccc(Cl)c2)c1	-8.3
O=C1C(=O)N(CCCn2ccnc2)C(c2ccccc2[N+](=O)[O-])/C1=C(\O)c1ccc(Cl)cc1 (stereo unspecified)	-10.8
CCOC(=O)/C(=C/C=C/N(C1CCCCC1)C1CCCCC1)C(C)=O	-1.8
O=C(NCCN1CCOCC1)C1CC2CCC1C2 (stereo unspecified)	-10.8
CCN1C(=O)/C(=C/c2ccc(OC)c3ccccc23)C(=O)NC1=S	2.7
CC1=NN(c2ccccc2)C(=O)/C1=C/c1cccc(OC2CSC2)c1	-15.0
COc1ccc(Cl)cc1N(CC(=O)NCC1CCCO1)S(=O)(=O)c1ccc(C)c([N+](=O)[O-])c1 (stereo unspecified)	9.1
O=C(O)c1c(Br)c(Br)c(Br)c(Br)c1C(=O)N1CCCC1	6.4
O=C(N/C(=C/c1ccc2c(c1)OCO2)C(=O)N1CCOCC1)c1ccco1	5.7
S=C(Nc1ccc(Cl)cc1Cl)NC1CCCC1	-2.2
O=C(Nc1ccc(F)cc1F)c1cnn2c1NC(c1ccco1)CC2C(F)(F)F (stereo unspecified)	-28.9
Cc1c(-c2cccs2)nc2ccccc2c1C(=O)O	-12.1
Cc1ccc(-c2ccc(C(=O)Nc3ccc(N4CCOCC4)cc3)o2)cc1Cl	5.3
O=C(CCc1ccccc1O)N/N=C/c1cc([N+](=O)[O-])ccc1N1CCOCC1	5.8
COCCOC(=O)C1=C(C)NC(=S)NC1c1ccc(OC)c(OC)c1 (stereo unspecified)	6.9

# Next part
compound	DUSP3 inh
NC(=O)c1ccccc1NC(=O)Cc1ccc([N+](=O)[O-])cc1	-45.5
Cc1ccccc1N1C(=O)NC(=O)/C(=C\c2ccc(OCc3cccc(C(=O)O)c3)cc2)C1=O	6.0
CCOC(=O)C1=C(O)/C(=C/c2ccc(Cl)cc2Cl)SC1=Nc1cccc(Cl)c1	-13.3
O=C(c1ccc([N+](=O)[O-])cc1Cl)N1CCN(c2ccc(F)cc2)CC1	-7.6
O=C(C1CC2CCC1C2)N1CCN(c2ccc([N+](=O)[O-])cc2)CC1 (stereo unspecified)	-99.3
CC1=C(C(=O)OCCc2ccccc2)C(c2ccc(Br)cc2)NC(=O)N1 (stereo unspecified)	-35.2
Cc1ccc2c(c1)c1c3n2CCN(C(=O)c2ccccc2Cl)C3CCC1 (stereo unspecified)	13.8
O=C(Nc1sc2c(c1C(=O)NCCc1ccccc1)CCCCC2)c1ccccc1F	-5.9
CCCCOc1ccc(N2C(=O)c3ccc4c5c(ccc(c35)C2=O)CC4)cc1	25.7
CN1C(=O)/C(=C/c2ccc(N3CCCC3)cc2)C(=O)N(c2ccccc2)C1=S	18.0
CC(=O)NC(C(Cl)(Cl)Cl)S(=O)(=O)c1ccccc1 (stereo unspecified)	-23.7
CC1=NN(c2ccc(S(N)(=O)=O)cc2)C(=O)/C1=C\c1ccc(-c2ccc(Br)cc2)o1	-1.4

# An excerpt, so the mix of outcomes need not match the whole.
